Screening results: PubChem, National Center for Advancing Translational Sciences (NCATS)
S3 lipid droplet: qHTS Assay for Lipid Storage Modulators in Drosophila S3 Cells; 320,000 tested, 0.64% active; Potency in µM for hits, for the others lipid storage change, negative = inhibition, % at the top dose, mostly 46.1 µM; Drosophila S3 cells, BODIPY lipid droplet fluorescence, 18-24 h; cells fed with added oleic acid; active = well fitted inhibition curve with a large enough effect in the signal ratio, with a control signal flat, not every such curve was filed as active; inconclusive = small, poorly fitted or top-dose-only effect, or effect the other way, or a change in a side signal; the % refers to the signal ratio
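Drosophila S3 cells got compounds at several concentrations plus oleic acid (400 uM solution). Laser-scanning cytometry with 488 nm excitation read lipid droplets at 500-530 nm and cells at 575-640 nm. Percent activity was relative to 20 uM Triacsin C.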
S3 lipid droplet cell count max: second read-out of S3 lipid droplet, no call of its own (marks repeat the call); cell number change, %; measured here: cell count max response;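 cells counted by Cell Tracker Red CMTPX staining in the red channel; peak over a dose series mostly up to 46.1 µM; percent activity relative to internal control wells on each plate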
Numbers without * were called inactive; i = inactive; ? = inconclusive; . = not tested or not shown. % is scaled to controls: 0 for no effect and ±100 for the full control effect; potency is read from the fitted curve at half-maximal effect. The list is partial; count on the stated rates, not on these rows.

canonical_smiles	S3 lipid droplet	S3 lipid droplet cell count max
COCCNC(=O)c1ccccc1NC(=O)c1ccc(OC)c(OC)c1	-5.1%	-26.8
CCCCn1c(SCC(=O)Nc2ccc(NC(C)=O)cc2)nc2ccccc2c1=O	21.6%	2.8
C#CCOc1c(Cl)cc(/C=N/O)cc1OC	?	.
Cc1ccc2nc(SCC(=O)Nc3ccccc3N3CCOCC3)c(C#N)cc2c1	-8.4%	-9.2
CCCCc1cc(=O)oc2c(CN(C)C)c(O)c(Cl)cc12	10.8%	-9.0
Cc1cc2nnc(SCC(=O)N3CCOCC3)n2c2ccccc12	23.0%	.
O=C(CSc1ccccc1)NCCSCc1ccccc1	?	.
CC(NCCO)C(=O)C12CC3CC(CC(C3)C1)C2 (configuration not stated)	-8.1%	-7.1
C/C=C(\C)CN1CCC(n2nccc2NC(=O)c2ccc(OC)cc2)CC1	i	.
COc1cccc(C(=O)Nc2ccc(NC(=O)C(C)C)nc2)c1	18.7%	3.0
O=c1oc2ccccc2cc1-c1ccc(O)cc1	?	.
O=C(O)CNc1nc(Cl)ccc1[N+](=O)[O-]	-11.3%	-5.5
CC(=O)NC(CCS(C)(=O)=O)C(=O)N1CCc2ccccc21 (configuration not stated)	?	.
C/C(=N\NC1=NCCN1)c1ccccc1	?	.
CCCc1c(C(=O)N2CCN(c3ccccc3OC)CC2)cnn1-c1ccccc1	?	.
Cc1nn2c(NCCCN(C)C)c3c(nc2c1-c1ccccc1)CCCC3	3.7%	2.1
Cc1ccccc1OCCNC(=O)c1ccc2ccccc2n1	17.3%	-4.2
CCOC(=O)C1=C(N)Oc2c(oc(CO)cc2=O)C1c1c(F)cccc1Cl (configuration not stated)	i	-7.9
CCCC(=O)N1CCN(c2ccc([N+](=O)[O-])cc2Cl)CC1	?	.
CC1CCCCN1S(=O)(=O)c1ccc(S(=O)(=O)N2CCCC2)cc1 (configuration not stated)	?	.
CCn1c(C)nc2cc(C(=O)NNC(=O)c3ccc(Cl)nc3)ccc21	?	.
COCCNC(=O)c1ccccc1NC(=O)Cc1ccccc1[N+](=O)[O-]	-14.2%	-0.4
COc1cc(CNCC(O)c2ccccc2)ccc1OCc1ccc(Cl)nc1 (configuration not stated)	?	.
CC(=O)c1sc(NC(=O)CCN2C(=O)C3CC=CCC3C2=O)nc1-c1ccccc1 (configuration not stated)	?	.
COc1ccc(OCC(=O)Nc2ccccc2-c2ccccc2)cc1	7.7%	6.8
O=C1c2cccnc2C(=O)N1Cc1cccs1	?	.
Cc1ccc(C(C)C)cc1OCCn1cncn1	16.1%	3.7
CCOC(=O)C(Cc1ccccc1)NC(=O)CCc1nnc2ccc(N3CCOCC3)nn12 (configuration not stated)	?	.
Cc1ccc(S(=O)(=O)N2CCN(S(=O)(=O)N3CCOCC3)CC2)cc1C	?	.
COc1ccc(CNC(=O)/C(C#N)=C2\N=C(NC(=O)c3cccs3)c3ccccc32)cc1	8.0%	1.0
O=C(C1CCN(S(=O)(=O)c2cccc3nsnc23)CC1)N1CC=C(c2ccccc2)CC1	-6.0%	-16.4
CCOc1cccc(NC(=O)C2CCCN(S(=O)(=O)c3ccc(OC)cc3)C2)c1 (configuration not stated)	?	.
O=C(Cn1c(=O)oc2ccccc21)NC(=O)NCc1ccccc1	?	.
O=C(Nc1ccc2c(c1)CCC2)c1cc(S(=O)(=O)N2CCN(c3ccccc3)CC2)ccc1Cl	?	.
Nc1nonc1-c1nc2ccccc2n1CCC(=O)O	2.7%	3.6
CCC(=O)N1c2ccc(S(=O)(=O)CCC(=O)N3CCn4c3nc3ccccc34)cc2CC1C (configuration not stated)	13.1%	-14.6
COc1cc(C)ccc1OCCOCCOc1ccc(C)cc1[N+](=O)[O-]	?	.
CC1Oc2ccccc2C=C1C1/C(=C(/O)c2ccccc2)C(=O)C(=O)N1CCCN(C)C (configuration not stated)	1.3%	0.2
O=C1CN(C(=O)c2c(F)cccc2F)C(c2ccc(F)cc2)c2cc(Br)ccc2N1 (configuration not stated)	?	.
Cc1ccc(S(=O)(=O)NCC2CCC(C(=O)NCc3cccs3)CC2)cc1 (configuration not stated)	3.7%	2.4

An excerpt from above in order of number of heavy atoms, low to high.
canonical_smiles	S3 lipid droplet	S3 lipid droplet cell count max
Cc1ccc(C(C)C)cc1OCCn1cncn1	16.1%	3.7
Nc1nonc1-c1nc2ccccc2n1CCC(=O)O	2.7%	3.6
CCOc1cccc(NC(=O)C2CCCN(S(=O)(=O)c3ccc(OC)cc3)C2)c1 (configuration not stated)	?	.
O=C(C1CCN(S(=O)(=O)c2cccc3nsnc23)CC1)N1CC=C(c2ccccc2)CC1	-6.0%	-16.4

(listing goes on)
canonical_smiles	S3 lipid droplet	S3 lipid droplet cell count max
c1nc(NC2CCCCC2)c2[nH]cnc2n1	?	.
CCOC(=O)c1c(C)[nH]c(C(=O)NNC(=O)c2ccc(Br)cc2)c1C	1.9%	-14.9
CCn1c(-c2ccccc2Cl)nn(CC(=O)NCCc2ccccc2)c1=S	?	.
O=C(CCl)NC(Cc1c[nH]c2ccc(OCc3ccccc3)cc12)C(=O)O (configuration not stated)	?	.
CC1CC(C)CN(C(=O)COC(=O)c2nccnc2N)C1 (configuration not stated)	7.8%	1.1
COc1c(C)cc(S(=O)(=O)NCc2ccco2)c(C)c1C	-18.3%	16.7
C=CCN1N=C(c2ccc(NC(=O)c3ccccc3)cc2)CSC1=O	3.6%	3.8
O=C1NC(c2ccc(Br)cc2)Nc2ccccc21 (configuration not stated)	?	.
CCOC(=O)N1CCN(C(=O)C(=O)Nc2sc3c(c2C#N)CC(C)(C)OC3)CC1	?	.
COC(c1ccccc1)c1nc2ccccc2[nH]c1=O (configuration not stated)	25.1%	15.0
Cc1cc(C)cc(NC(=O)CSCc2cc(=O)n3ccsc3n2)c1	?	.
O=C(C1=C[C@@H](c2ccccc2)C[C@@H](OCCCCO)O1)N1CCN(Cc2ccc3c(c2)OCO3)CC1	-21.3%	-11.2
CN(C(=O)COC(=O)c1cc2ccccc2cc1O)C1CCCCC1	?	.
CC(C)(C)c1ccc(C(=O)N/C(=C\c2cccc([N+](=O)[O-])c2)C(=O)Nc2cccc(C(=O)O)c2)cc1	?	.
CC1CN(S(=O)(=O)c2cccc(-c3csc(-c4ccccc4)n3)c2)CC(C)O1 (configuration not stated)	?	.
CS(=O)(=O)N(CC(=O)N1CCN(C(c2ccccc2)c2ccccc2)CC1)C1CCCCC1	?	.
O=C(CN1C(=O)S/C(=C\C=C\c2ccccc2)C1=O)Nc1ccc(O)cc1	?	.
Cn1ncc(-c2ccno2)c1C(=O)O	-2.7%	-1.0
CCC(Oc1ccccc1)C(=O)Nc1ncc([N+](=O)[O-])s1 (configuration not stated)	2.9%	5.4
C[C@]12CC[C@@H]3c4ccc(OC(=O)c5ccccc5)cc4CC[C@H]3[C@@H]1CC[C@@H]2O	?	.

2 entries from above in another layout.
S3 lipid droplet	S3 lipid droplet cell count max	SMILES
2.9%	5.4	CCC(Oc1ccccc1)C(=O)Nc1ncc([N+](=O)[O-])s1 (configuration not stated)
?	.	C[C@]12CC[C@@H]3c4ccc(OC(=O)c5ccccc5)cc4CC[C@H]3[C@@H]1CC[C@@H]2O

(further entries)
canonical_smiles	S3 lipid droplet	S3 lipid droplet cell count max
COc1cccc(OCCOc2ccccc2OC(C)C)c1	?	.
Cn1c(N)c(C(=O)CSc2nnc(-c3cccs3)n2C2CC2)c(=O)[nH]c1=O	?	.
CCN(CC)c1ncnc2c1sc1nc(C)cc(C)c12	-18.0%	-15.4
Cc1ccc(OCc2cc(C(=O)N(CCO)Cc3cccs3)no2)cc1C	?	.
CCCCNC(=O)C(c1ccc(-c2ccccc2)cc1)N(CCN1CCOCC1)C(=O)CCCCCN1C(=O)NC(c2ccc([N+](=O)[O-])cc2)C(C(=O)OCc2ccccc2)=C1C (configuration not stated)	?	.
COC(=O)CN1C(=O)C(C)=C(c2ccc(C)cc2)S1(=O)=O	?	.
COc1cc(C2SCCS2)cc(Br)c1Oc1ncccc1[N+](=O)[O-]	3.5%	12.2
C=CCNc1nc(Nc2ccc(OC)cc2)nc(OCC)n1	?	.
COc1ccc(NC(=O)[C@@H](NC(=O)N2C[C@H]3C[C@@H](C2)c2cccc(=O)n2C3)C(C)C)cc1OC	?	.
Cc1ccc(Nc2cc(C)c3ccc(O)cc3n2)cc1C	?	.
COc1ccc(CCn2c(C)cc(C(=O)CSc3nnc(N)s3)c2C)cc1	-1.8%	-0.8
O=C(OCC(=O)N1CCCC1=O)c1cccc([N+](=O)[O-])c1	i	-13.8
C=CCNCCCOc1ccc(C(C)(C)c2ccccc2)cc1	-5.6%	-2.0
COc1ccc(COc2cccnc2N)cc1	8.3%	8.5
Cc1cc(Oc2ccccc2)nc2ccc(O)cc12	?	.
CCC(=O)N1c2ccc(S(=O)(=O)N3CCN(c4ccccc4Cl)CC3)cc2CC1C (configuration not stated)	?	.
Cn1c(N2CCN(C(=O)C34CC5CC(CC(C5)C3)C4)CC2)nc2ccccc21	?	.
Cc1ccc(/C=C2\SC(=S)N(CC3CCCO3)C2=O)o1 (configuration not stated)	-19.4%	-17.3
CNC(=O)c1csc(-c2ccc(Cl)cc2)n1	10.2%	18.8
CCNC(=O)COC(=O)c1ccc(-n2nc(C)cc2C)cc1	i	.
Cc1ccccc1NS(=O)(=O)c1cc(C(=O)Nc2ccccc2-c2ccccc2)ccc1Cl	i	.
COc1ccc(Nc2nc3ccccc3c(=O)[nH]2)cc1	-5.3%	2.1
CCOC(=O)c1cnn(-c2c(Cc3ccccc3)c(C)nc3c(-c4ccccc4)c(C)nn23)c1N	?	.
CC(C)(C)NC(=O)COC(=O)C1c2ccccc2Oc2ccccc21	22.1%	-10.4
CN1/C(=C\C(=O)c2cccc([N+](=O)[O-])c2)Sc2ccccc21	1.84µM*	-22.2*
Cc1ccc(C(=O)OCC(=O)N(C)c2c(N)n(Cc3ccccc3)c(=O)[nH]c2=O)s1	12.9%	.
CC(C)CCN1CCN(Cc2cccc(C(F)(F)F)c2)CC1CCO (configuration not stated)	19.0%	7.3
C=CCn1c(C)cc(-c2csc(NC(=O)CCc3nc4ccccc4c(=O)[nH]3)n2)c1C	?	.
CCN(CC)CCC(c1cc(OC)c(OC)c(OC)c1)c1c(OC)cc(OC)c2c(C)cc(=O)oc12 (configuration not stated)	14.6%	-7.4
COC(/C(=N/O)c1ccc(Cl)cc1)c1ccccc1 (configuration not stated)	?	.
CC(=O)c1cccc(OCC(O)CNCCOc2ccc(C)cc2)c1 (configuration not stated)	i	18.8
CCOC(=O)C1CCN(C(=O)c2ccc3c(c2)NC(=O)/C(=C\c2ccc(C)cc2)S3)CC1	?	.
CC1(C)CC(=O)C2=C(C1)NC(=O)CC2C(=O)NCc1ccc(F)cc1 (configuration not stated)	?	.
CC(O)(c1ccccc1)C(c1ccccc1)C1CCCCN1 (configuration not stated)	-7.9%	0.2
COc1ccc(OC)c(CCNC(=O)C(C)n2nc(C)c3c(C)n(-c4ccc(C)cc4)nc3c2=O)c1 (configuration not stated)	?	.
Cc1csc(=NC(=O)c2ccccc2)n1C	6.9%	7.4
CCC1Sc2ccccc2N(CC(=O)NCc2ccccc2OC)C1=O (configuration not stated)	-13.4%	-27.9
C=CCn1c(-c2ccccc2)cc(SC)c(C#N)c1=O	?	.
O=C1CSC(=S)N1/N=C/c1c(F)cccc1F	?	.
Cc1ccc(CNC(=O)CCC(=O)N2CC(C)Oc3ccc(Cl)cc32)cc1 (configuration not stated)	?	.

Structures listed so far that have a cyano group (four):
canonical_smiles	S3 lipid droplet	S3 lipid droplet cell count max
Cc1ccc2nc(SCC(=O)Nc3ccccc3N3CCOCC3)c(C#N)cc2c1	-8.4%	-9.2
COc1ccc(CNC(=O)/C(C#N)=C2\N=C(NC(=O)c3cccs3)c3ccccc32)cc1	8.0%	1.0
CCOC(=O)N1CCN(C(=O)C(=O)Nc2sc3c(c2C#N)CC(C)(C)OC3)CC1	?	.
C=CCn1c(-c2ccccc2)cc(SC)c(C#N)c1=O	?	.

Next records follow:
canonical_smiles	S3 lipid droplet	S3 lipid droplet cell count max
Cc1ccc(C(=O)N/C(=C\c2ccccc2)C(=O)OCc2ccccc2)cc1	0.0%	10.7
COC(=O)Cc1csc(NC(=O)CSc2nnc3ccccn23)n1	17.1%	-23.1
CC12CCCC[C@@H]1CCC1C2CCC2(C)C1CC[C@@]2(O)CNCCO (some centres not stated)	?	.
Cc1ccc(N2C(=O)[C@@H]3[C@H](C2=O)C2c4ccccc4C=CN2[C@@H]3C(=O)c2ccco2)c(C)c1 (some centres not stated)	-3.9%	-15.7
O=C(NCC1CCCN(C2Cc3ccccc3C2)C1)c1cccs1 (configuration not stated)	?	.
COc1ccccc1C(=O)C1CCCN(C(=O)c2cccc(-n3cccn3)c2)C1 (configuration not stated)	27.1%	12.7
C=CCN(CC=C)C(=O)C1CCN(S(=O)(=O)c2ccc(N3CCCC3=O)cc2)CC1	?	.
COc1ccc(C(=O)NCC(=O)OCC(=O)N2CCc3ccccc32)cc1	?	.
COc1ccccc1/C=N/NC(=Nc1ccc(C)cc1)c1nc2ccccc2s1	-18.2%	1.9
O=C(O)c1ccccc1S(=O)(=O)NCC(O)COc1ccc(Br)cc1 (configuration not stated)	?	.
O=C(NCc1ccco1)c1ccc(C(F)(F)F)cc1	?	.
